RGS7-Gao reg: RGS7-Galphao binding modulators, primary screen, biochemical, multiplexed bead flow cytometry. Guanine nucleotide-binding protein G(o) subunit alpha (Homo sapiens), P09471. actives lie on both sides. binding response (% of control), % at 10 µM. actives 0.35% (n = 220,000); in the data active = binding response below about 49% or above about 150%; inconclusive = no clear call, values can overlap the other calls; inactive = in between;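 also: fluorescent Galphao held in activated GDP-AlF4 state binding bead-coupled RGS7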
Target sequence (P09471 whole entry, looked up): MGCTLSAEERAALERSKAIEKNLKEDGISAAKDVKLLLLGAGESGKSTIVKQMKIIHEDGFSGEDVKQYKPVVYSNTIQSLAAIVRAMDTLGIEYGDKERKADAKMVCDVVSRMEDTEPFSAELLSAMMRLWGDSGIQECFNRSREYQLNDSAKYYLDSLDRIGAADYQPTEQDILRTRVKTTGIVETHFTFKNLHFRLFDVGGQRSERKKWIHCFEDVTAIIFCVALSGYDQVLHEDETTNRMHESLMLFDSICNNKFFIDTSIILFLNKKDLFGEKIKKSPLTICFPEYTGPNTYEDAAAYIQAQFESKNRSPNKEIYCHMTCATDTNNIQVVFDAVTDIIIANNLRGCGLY
Bim-Mcl-1: inhibitors of Bim peptide binding to Mcl-1, primary screen, biochemical, bead-based flow cytometry, multiplex. inhibition, % at 10 µM. actives 0.1% (n = 190,000). Induced myeloid leukemia cell differentiation protein Mcl-1 (Homo sapiens), Q07820. Bim peptide-Mcl-1 binding; in the data active = inhibition above about 40%;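 also: 0% = no compound tracer wells and 100% = peptide blocker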
GSH bead fluor: compound fluorescence on glutathione beads, profiling panel, artefact control, biophysical, 488/530 nm, flow cytometry. GSH beads flow cytometry, compound fluorescence 488/530 nm; hits give high values. actives 0.25% (n = 190,000). fluorescence (KMESF) at 10 µM; in the data active = fluorescence above about 89;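 also: glutathione beads carrying GST-tagged Bcl family fusion proteins plus one bare bead set; values are compound well signal with DMSO vehicle wells as background; inactives centre near 16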
Mcl1 Bid PPI: Mcl-1/Bid binding inhibitors, primary screen, biochemical, TR-FRET, 1536-well | inhibition, % at 21.7 µM | actives 0.97% (n = 220,000) | Induced myeloid leukemia cell differentiation protein Mcl-1 (Homo sapiens), Q07820 | TR-FRET Mcl-1/Bid-Dy647 peptide binding;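 active = compounds that cut the binding signal by more than half at the single screening dose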;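 also: His-tagged Mcl-1 with europium anti-His antibody binding Bid BH3 peptide; 0% = Mcl-1 plus peptide wells and 100% = peptide-only wells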
Mcl1 Noxa PPI: Mcl-1/Noxa binding inhibitors, primary screen, biochemical, TR-FRET, 1536-well; Induced myeloid leukemia cell differentiation protein Mcl-1 (Homo sapiens), Q07820; TR-FRET Mcl-1/Noxa peptide binding, 2 h; inhibition, % at 21.7 µM; actives 1.5% (n = 220,000);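 active = compounds that cut the protein-peptide binding signal by more than 50% relative to plate controls in a single-dose test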;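 also: His-tagged Mcl-1 with rhodamine Noxa BH3 peptide and terbium anti-His antibody; 0% = Mcl-1 plus Noxa peptide wells and 100% = peptide-only wells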
Avidin fluor: green autofluorescence of compounds with avidin beads – biophysical, 488/530 nm, flow cytometry, artefact control, profiling panel. compound fluorescence 488/530 nm; hits give high values. fluorescence (KMESF) at 10 µM. AID 1775, 2009. actives 0.38% (n = 220,000); in the data active = fluorescence above about 47; also: inactives centre near 10
RGS8-Gao: RGS8-Galphao binding modulators, primary screen, biochemical, multiplexed bead flow cytometry | actives lie on both sides | actives 0.34% (n = 220,000) | response (percent of control binding), % at 10 µM | Guanine nucleotide-binding protein G(o) subunit alpha (Homo sapiens), P09471; in the data active = response below about 60% or above about 140%; inactive = in between;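 also: Galphao activated as the GDP aluminium fluoride complex binding bead-coupled RGS8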
ABCG2 block: ABCG2 efflux pump inhibitors, primary screen, multiplex with ABCB1, IgMXP3 cells, flow cytometry. actives 0.1% (n = 190,000). JC-1 efflux. inhibition, % at 6.6 µM. AID 1325, 2008;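 active = inhibition above 80%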;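 also: 0% = DMSO and 100% = nicardipine control wells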
Target sequence (Q9UNQ0 whole entry, looked up): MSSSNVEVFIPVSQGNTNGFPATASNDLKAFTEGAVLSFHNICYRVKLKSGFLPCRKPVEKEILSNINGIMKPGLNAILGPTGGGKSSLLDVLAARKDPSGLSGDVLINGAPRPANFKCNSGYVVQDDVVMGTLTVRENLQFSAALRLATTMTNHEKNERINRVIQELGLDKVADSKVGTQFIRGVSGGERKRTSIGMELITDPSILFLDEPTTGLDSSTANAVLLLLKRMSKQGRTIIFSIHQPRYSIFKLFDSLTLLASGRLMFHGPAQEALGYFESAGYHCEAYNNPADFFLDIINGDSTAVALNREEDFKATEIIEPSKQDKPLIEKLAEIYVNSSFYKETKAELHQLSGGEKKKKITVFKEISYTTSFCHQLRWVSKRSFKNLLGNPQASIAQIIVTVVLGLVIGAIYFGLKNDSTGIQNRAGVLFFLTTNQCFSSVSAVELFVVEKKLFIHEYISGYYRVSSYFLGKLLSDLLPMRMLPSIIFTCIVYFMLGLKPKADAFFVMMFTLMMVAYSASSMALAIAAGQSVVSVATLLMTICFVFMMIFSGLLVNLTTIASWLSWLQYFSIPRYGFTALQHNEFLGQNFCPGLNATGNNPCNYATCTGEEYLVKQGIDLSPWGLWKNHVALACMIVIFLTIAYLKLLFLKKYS
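Measure – % inhibition of efflux relative to nicardipine and DMSO · Test system – ABCG2 IgMXP3 and barcoded ABCB1 CCRF-Adr cell mix · Control set – nicardipine as high control, DMSO as low control · Compound – one concentration, 6.6 µM final · Signal – flow cytometry of retained JC-1 fluorescence · Timing – 10 min exposure at 25 °C with rotation, no wash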
ABCB1 block: ABCB1 efflux pump inhibitors, primary screen, cell-based, multiplex, flow cytometry, ABCG2 counter-screen. ATP-dependent translocase ABCB1 (Homo sapiens), P08183. CCRF-Adr cells, JC-1 efflux. inhibition, % at 6.6 µM. actives 0.067% (n = 190,000). AID 1326, 2008; in the data active = inhibition above about 40%;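 also: 0% = vehicle and 100% = reference inhibitor; higher value means more JC-1 retained so stronger ABCB1 efflux block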
Pf gametocyte: late stage P. falciparum gametocyte viability inhibitors, primary screen, ATP luminescence, HTS. P. falciparum stage V gametocytes, 24 h. inhibition, % at 10.9 µM. actives 0.065% (n = 150,000). AID 743093, 2013;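 active = inhibition above the mean plus 3 SD of compounds within the control limits, set per campaign, cut at about 38% in these data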;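 also: 0% = DMSO wells and 100% = medium only without gametocytes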
RGS4-Gao reg: modulators of RGS4 binding to Galphao, primary screen, biochemical, multiplexed bead flow cytometry | AID 1415, 2008 | binding response (% of control), % at 10 µM | actives 0.33% (n = 220,000) | actives lie on both sides; in the data active = binding response below about 49% or above about 150%; inactive = in between;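 also: fluorescent Galphao activated with aluminum fluoride binding bead-coupled RGS4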
* marks the source's active call; other numbers are inactive results; ? = inconclusive; . = no result given.

no.	Molecule	RGS7-Gao reg	Bim-Mcl-1	GSH bead fluor	Mcl1 Bid PPI	Mcl1 Noxa PPI	Avidin fluor	RGS8-Gao	ABCG2 block	ABCB1 block	Pf gametocyte	RGS4-Gao reg
1	COc1cc2ccc(=O)oc2cc1OCC(O)C(C)(C)O (centres undefined)	?	.	.	-52	11	10	108	.	.	.	111
2	CCC(C)NC(=O)C1CCN(S(=O)(=O)c2ccc(OC)cc2)CC1 (centres undefined)	100	-2	16	1	6	7	101	2	0.6	.	99
3	COc1ccccc1N1CCc2c(C)nc3c(OC)cccc3c21	100	0	15	-42	-11	11	97	1	0.3	.	99
4	CCOc1cc2[nH]c(=O)n(Cc3ccccc3)c(=O)c2cc1OCC	107	0	9	-4	-13	28	105	4	0.4	-8	107
5	Cc1ccc(O)c(-c2cc(C(F)(F)C(F)F)nc(-c3ccccc3)n2)c1	106	0	25	-3	6	7	101	0	0.1	10	105
6	O=C1NCCN(Cc2cccc(Oc3ccccc3)c2)C1CC(=O)N1CCCCO1 (centres undefined)	106	0	15	-23	15	19	98	0	0.2	2	104
7	CCNC(=S)N/N=C/c1ccc(OCc2ccc(C(=O)OC)cc2)cc1	99	-1	7	-11	-1	2	99	4	0.2	-12	100
8	CCCCN(CC)CCCNC(=O)c1cc2cc3ccc(OC)cc3nc2o1	98	1	39	.	.	10	99	12	0.0	.	98
9	O=C(Nc1cccc(Cl)c1)Nc1nnc(-c2ccncc2)s1	101	0	14	44	91*	12	101	42	1.8	-8	98
10	O=C(CCCCCCC(=O)c1ccccc1)c1ccccc1	96	0	13	-12	-4	6	96	-1	-0.1	17	98
11	CC(C)OCCCNC(=O)Cc1ccc(Br)cc1	102	0	11	0	1	10	100	-2	0.3	5	104
12	CCOc1ccc(-c2nnc3ccc(SCC(=O)Nc4cc(C)on4)nn23)cc1	99	2	15	-17	0	7	99	1	-0.1	-21	98
13	Cc1ccc(CCN2C(=O)CCC2(C)C(=O)NCc2cccnc2)cc1 (centres undefined)	107	1	4	-18	-9	7	101	0	0.1	.	106
14	Cc1onc(-c2ccccc2)c1NC(=O)Nc1ccc(OC(F)F)cc1	?	.	.	-16	0	6	95	.	.	-13	96
15	COc1ccc(N(Cc2cc3ccc(C)cc3[nH]c2=O)C(C)=O)cc1	105	-5	28	-20	-4	4	101	1	0.2	.	106
16	CCOC(=O)C1=C(O)C(=O)NC(c2ccccc2)=C(OC2CCCCC2)C1	103	-5	10	-11	35	4	108	3	0.4	-3	106
17	Cn1c(SCc2nc3ccccc3[nH]2)nnc1-c1cnccn1	100	0	22	2	13	36	101	14	0.7	.	101
18	S=C(Nc1cccnc1)NC1CCCCCCC1	98	0	12	-42	3	11	98	4	0.1	18	95
19	Cn1ncc2c(N3CCOCC3)ncnc21	104	4	14	-24	4	31	103	1	0.0	.	103
20	COc1ccc(C(=O)C(C)N(C(=O)c2ccc(Cl)cc2Cl)N2C(=O)C3C4C=CC(C4)C3C2=O)cc1 (centres undefined)	104	-1	22	-10	.	14	102	7	3.8	-34	101

Screen by screen, from the results shown:
ABCB1 block, compounds 7–11 → 0.2, 0.0, 1.8, -0.1, 0.3
Avidin fluor, compounds 7–11 → 2, 10, 12, 6, 10
GSH bead fluor, compounds 7–11 → 7, 39, 14, 13, 11

One compound at a time (already shown). Order of values: RGS7-Gao reg	Bim-Mcl-1	GSH bead fluor	Mcl1 Bid PPI	Mcl1 Noxa PPI	Avidin fluor	RGS8-Gao	ABCG2 block	ABCB1 block	Pf gametocyte	RGS4-Gao reg
O=C1NCCN(Cc2cccc(Oc3ccccc3)c2)C1CC(=O)N1CCCCO1 (centres undefined) is listed as 106	0	15	-23	15	19	98	0	0.2	2	104
CCC(C)NC(=O)C1CCN(S(=O)(=O)c2ccc(OC)cc2)CC1 (centres undefined) is listed as 100	-2	16	1	6	7	101	2	0.6	.	99
CCOC(=O)C1=C(O)C(=O)NC(c2ccccc2)=C(OC2CCCCC2)C1 is listed as 103	-5	10	-11	35	4	108	3	0.4	-3	106
CCNC(=S)N/N=C/c1ccc(OCc2ccc(C(=O)OC)cc2)cc1 is listed as 99	-1	7	-11	-1	2	99	4	0.2	-12	100
COc1ccc(N(Cc2cc3ccc(C)cc3[nH]c2=O)C(C)=O)cc1 is listed as 105	-5	28	-20	-4	4	101	1	0.2	.	106

(further entries)
no.	Molecule	RGS7-Gao reg	Bim-Mcl-1	GSH bead fluor	Mcl1 Bid PPI	Mcl1 Noxa PPI	Avidin fluor	RGS8-Gao	ABCG2 block	ABCB1 block	Pf gametocyte	RGS4-Gao reg
21	C=CCSc1nnc(CSc2nc3sc4c(c3c(=O)[nH]2)CCCC4)n1-c1ccccc1	98	0	14	-8	13	41	100	5	1.1	.	100
22	COc1ccc([N+](=O)[O-])cc1NC(=O)Cc1ccccc1Cl	102	-3	4	-3	9	12	106	4	0.7	.	102
23	O=C(O)CC1=C(O)C(=O)N(c2ccccc2)C1c1ccc(Br)cc1 (centres undefined)	102	0	12	-15	9	31	102	2	0.9	.	102
24	CC1Cc2ccccc2N1C(=S)NC(=O)c1cccc(Br)c1 (centres undefined)	91	-22	21	-81	-50	0	93	-4	-0.8	6	91
25	CCOc1ccccc1Oc1c(C)oc2cc(OC(=O)N3CCOCC3)ccc2c1=O	99	0	21	-19	15	8	102	3	1.0	.	102
26	Cc1ccc(C)c(OCC(=O)N/N=C/c2c(C)nn(-c3ccccc3)c2Cl)c1	109	0	14	5	11	56*	100	31	1.9	-3	105
27	COc1cc(OC)cc(C(=O)Nc2cccnc2)c1	114	0	13	-21	-2	8	102	13	0.4	12	105
28	O=C(CC12CC3CC(CC(C3)C1)C2)NC(=S)NCc1ccccc1	99	-11	11	-25	11	11	99	3	0.1	20	97
29	COc1ccccc1C(=O)NNC(=O)C(=O)NCc1ccccc1	107	-1	27	1	-6	11	105	9	1.2	-12	104
30	CC(C)(C)c1nc2scc(-c3ccc(Br)cc3)c2c(=O)o1	101	-2	16	-13	0	22	104	2	0.5	.	102
31	CCOC(=O)c1csc(NC(=O)CSc2nnc(C3CC3)n2C)n1	101	-7	38	2	0	14	101	10	0.7	.	102
32	NC(=O)C1CCN(C(=O)CCSc2ccccc2)CC1	102	-3	16	-9	-6	22	102	0	0.0	8	101
33	Cc1cc(C)n2c3c(c(C#N)c2n1)CCCC3	100	-2	28	-5	15	6	104	-6	-4.2	.	103
34	Cn1c(=O)cc(OCC(=O)N2CCCc3ccccc32)c2ccccc21	96	-2	32	3	11	5	101	1	0.8	10	97
35	COc1ccc(N(C(=O)c2cccnc2)S(=O)(=O)c2ccc3c(c2)n(C)c(=O)n3C)cc1	99	4	15	-29	-7	8	98	0	1.1	.	98
36	CSCCC(NC(N)=O)C(=O)Nc1cccc(C#N)c1 (centres undefined)	98	1	16	-32	2	9	102	-1	0.0	-7	103
37	O=C(CN1CCCc2ccccc21)NC(=O)NCc1ccco1	96	-2	22	-31	19	31	103	32	1.0	13	101
38	CCC(C)NC(=O)Cn1cnc2sc(C)c(S(=O)(=O)N3CCN(c4ncccn4)CC3)c2c1=O (centres undefined)	99	-2	11	-4	6	23	104	0	-0.1	-28	101
39	CCOc1cc(/C=N/Nc2nc(N3CCCC3)nc(N3CCCC3)n2)ccc1O	102	0	27	-21	15	4	102	0	-0.2	.	107
40	N#Cc1ccc(C(=O)Nc2ccc(S(=O)(=O)NC3=NCCCCC3)cc2)cc1	102	-5	25	-19	16	27	101	48	0.7	.	103

no.	Molecule	RGS7-Gao reg	Bim-Mcl-1	GSH bead fluor	Mcl1 Bid PPI	Mcl1 Noxa PPI	Avidin fluor	RGS8-Gao	ABCG2 block	ABCB1 block	Pf gametocyte	RGS4-Gao reg
41	COc1ccc(S(=O)(=O)N(CCCN2CCCC2=O)Cc2cc3cc(C)c(C)cc3[nH]c2=O)cc1	99	0	25	2	1	8	93	9	0.3	14	99
42	CCOC(=O)C1CCN(C(=O)c2cccc(S(=O)(=O)Nc3ccc(C)cc3C)c2)CC1	?	0	15	-3	1	10	100	0	0.6	15	102
43	COCC(=O)N1CCCC(C(=O)c2ccc(-c3ccccc3)c(F)c2)C1 (centres undefined)	100	0	13	-26	9	9	100	12	2.4	10	98
44	CCOc1cc(/C=N/NC(=O)c2ccc(=O)n(C)c2)ccc1O	91	0	10	-37	9	2	98	1	0.9	-7	98
45	O=c1[nH]c(CN2CCN(S(=O)(=O)c3ccc4ccccc4c3)CC2)nc2ccccc12	99	-2	10	-16	-11	21	102	-1	0.0	-5	100
46	CCN=C(Nc1ccc2c(c1)OCO2)SC1CC(=O)N(c2ccccc2F)C1=O (centres undefined)	104	-2	42	-9	-2	6	106	1	0.3	.	107
47	CCOc1ccc(NC(=O)CC2C(=O)N(c3cccc(OC)c3)C(=O)N2CCOC)cc1 (centres undefined)	?	.	.	-12	-5	7	99	.	.	6	99
48	O=C(c1ccc(COc2ccc(Cl)cc2)o1)N1N=C(C(F)F)CC1(O)C(F)F (centres undefined)	94	-8	29	-19	15	15	98	13	5.5	19	95
49	COc1ccc(CNc2cccc(F)c2)cc1Br	97	-2	16	24	33	7	101	5	0.7	.	99
50	COc1ccc(NC(=O)c2ccc3c(c2)NC(=O)CS3)cc1S(=O)(=O)Nc1ccc(Br)cc1	115	-5	11	-5	20	17	95	-2	-1.0	-7	100
51	Cc1ccc(Cc2nnc3n(-c4cccc(C)c4)nc(C(=O)c4ccccc4)n3c2=O)cc1	83	-1	22	-2	-7	4	74	13	7.1	7	85
52	C/C(=N\Nc1ccccn1)c1ccc(OC(F)F)cc1	112	0	11	-13	10	11	103	2	0.2	-5	108
53	O=C(COc1ncnc2ccccc12)Nc1ccc(S(=O)(=O)N2CCOCC2)cc1	?	.	.	-16	19	5	100	.	.	-2	98
